# CaV13 FRET inh: Primary screen for inhibitors of IQ motif and Ca2+-dependent inactivation inhibitor domain binding in CACNA1D, Förster resonance energy transfer in living cells, …; 340,000 tested, 0.098% active; AID 743397; HEK cells, CFP/YFP FRET ICDI-IQ, plate reader, 10 min; percent FRET-ratio fall versus neutral wells; inhibition, % at 12.3 µM;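 active = mean replicate inhibition of at least 30% and at least 1% of replicates passing that level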;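 note: 0% = median of the neutral control wells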
# Peg3 promoter: Peg3 promoter activity inhibition; 360,000 tested, 1.7% active; AID 588405; inhibition, % at 20 µM; HeLa PEG-Prom luciferase reporter, luminescence, overnight;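 active = inhibition of at least 50% at 20 µM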
# Cardio protect: protects H9c2 cardiomyocytes from peroxide injury; H2O2 injury protection, ATPLite, 2 h; protection from H2O2 cell death, % at 20 µM; 360,000 tested, 0.63% active;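 active = compounds giving at least 50% protection of heart cells from peroxide-induced death in the single-dose screen, raw or plate-pattern-corrected value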;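 note: 0% = DMSO wells with peroxide and 100% = DMSO wells without peroxide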
# HIF-2a inh: inhibitors of HIF-2a; 786-0 RCC cells HIF-2a reporter, luciferase luminescence, overnight; inhibition, % at 18.8 µM; 360,000 tested, 0.72% active; AID 624352;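 active = inhibition of the luminescence signal of 40% or more relative to plate controls, in a single-dose primary screen at 18.75 µM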
# PDI turbidity: PDI (human) enzyme inhibition. P07237. PDI insulin aggregation turbidity, A650, 90 min. inhibition, % at 10 µM. 350,000 tested, 0.052% active. AID 588391;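 active = mean inhibition across replicates of 30% or more, whatever share of single replicates reach that level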;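 note: absorbance from insulin aggregation driven by PDI reduction with DTT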
# MITF TRPM1 inh: MITF TRPM1 promoter inhibition in SK-MEL-5 cells. inhibition, % at 12.5 µM. 330,000 tested, 0.83% active. SK-MEL-5 TRPM1 promoter luciferase, 24 h;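 active = mean inhibition across replicates of 60% or more, whatever share of single replicates reaches that level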; note: values of inactives mirror those of a sister screen read the other way
# NR2E3 ag-1: human photoreceptor-specific nuclear receptor agonism; 360,000 tested, 0.35% active; AID 602229; CHO-S Gal4-NCOR/VP16-NR2E3 two-hybrid, luciferase; Q9Y5X4; inhibition of corepressor binding, % at 3.98 µM;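 active = inhibition above the mean of all tested compounds plus 3 SD, cut at about 70% in these data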;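 note: 0% = DMSO with NR2E3 transfected cells and 100% = cells lacking NR2E3 construct; higher means lower luciferase signal from less NR2E3 corepressor binding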
# Target sequence (Q9Y5X4 whole entry, looked up, the tested form may be a part): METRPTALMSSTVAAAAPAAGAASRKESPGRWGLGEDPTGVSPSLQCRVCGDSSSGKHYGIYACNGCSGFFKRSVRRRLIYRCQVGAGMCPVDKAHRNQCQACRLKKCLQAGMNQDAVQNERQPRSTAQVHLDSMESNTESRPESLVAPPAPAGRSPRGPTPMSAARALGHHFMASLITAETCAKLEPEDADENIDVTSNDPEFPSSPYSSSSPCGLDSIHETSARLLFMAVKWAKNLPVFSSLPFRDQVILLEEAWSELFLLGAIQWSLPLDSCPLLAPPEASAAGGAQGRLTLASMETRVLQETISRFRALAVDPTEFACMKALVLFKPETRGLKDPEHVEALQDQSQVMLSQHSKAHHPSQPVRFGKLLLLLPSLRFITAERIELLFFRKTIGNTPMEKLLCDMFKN
# Shn3 3UTR inh: reduces Shn3 3'UTR luciferase signal in osteoblasts; inhibition, % at 12.5 µM; 360,000 tested, 0.52% active; Clone20 osteoblast Shn3 3'UTR firefly luciferase, 24 h;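 active = mean inhibition of at least 75% with every replicate also reaching 75%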;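 note: 0% = median of neutral control wells and 100% = pilot-screen positive control compound; some compounds past the cut are filed as inactive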
# HTR2A ag: activates the mouse 5-HT2A serotonin receptor. P35363. CHO-K1 mHTR2A beta-arrestin complementation, luminescence; percent of 30 µM serotonin response. activation, % at 7.6 µM. 360,000 tested, 0.66% active. AID 624169;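 active = activation above a run cutoff, the mean activation of all tested compounds plus 3 SD, cut at about 14% in these data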;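 note: 0% = plate median of compound wells and 100% = 30 µM serotonin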
# Target sequence (P35363 whole entry, looked up): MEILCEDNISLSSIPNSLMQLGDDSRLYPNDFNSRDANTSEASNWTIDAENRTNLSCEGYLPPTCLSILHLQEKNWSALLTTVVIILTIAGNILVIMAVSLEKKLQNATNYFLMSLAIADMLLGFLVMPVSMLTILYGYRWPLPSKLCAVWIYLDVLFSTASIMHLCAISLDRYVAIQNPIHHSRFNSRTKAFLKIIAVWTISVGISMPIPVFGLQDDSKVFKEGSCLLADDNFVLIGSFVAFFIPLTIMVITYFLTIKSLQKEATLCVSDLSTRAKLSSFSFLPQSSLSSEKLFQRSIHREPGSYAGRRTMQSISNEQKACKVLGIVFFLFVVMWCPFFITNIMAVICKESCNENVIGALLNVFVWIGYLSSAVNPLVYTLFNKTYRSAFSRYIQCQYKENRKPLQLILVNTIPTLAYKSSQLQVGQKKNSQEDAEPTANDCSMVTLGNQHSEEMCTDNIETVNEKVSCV
# hiPSC survival: enhancers of human iPSC single-cell survival. hiPSC single-cell survival, ATPlite luminescence; 100% = ROCK inhibitor wells, 0% = DMSO. survival enhancement, % at 20 µM. 360,000 tested, 0.044% active. AID 602274; in the data active = survival enhancement above about 18%;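 note: cells exposed to compounds for 16 hours before the ATP read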
# NR2E3 ag-2: NR2E3 (human) agonism. GST-NR2E3/biotin-RetCOR TR-FRET, 1536-well. inhibition of corepressor binding, % at 4.78 µM. 320,000 tested, 0.12% active. AID 2300;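 active = percent inhibition above the cutoff of mean plus 3 SD of all tested compounds, set per screening campaign, cut at about 20% in these data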;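 note: 0% = DMSO wells and 100% = biotin wells as full block of FRET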
#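 System: GST-tagged NR2E3 plus biotinylated RetCOR corepressor; Amount: 1.35 nM GST-tagged NR2E3 final; Dosing: single nominal compound dose of 4.8 µM; Schedule: 5 h incubation at 4 °C; Technique: TR-FRET with europium anti-GST and streptavidin-D2, 340 nm excitation; Controls: biotin wells as high control, 0.6% DMSO wells as low control.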
# Active calls of the source: *; · = no result given.
# A first look:
SMILES	CaV13 FRET inh	Peg3 promoter	Cardio protect	HIF-2a inh	PDI turbidity	MITF TRPM1 inh	NR2E3 ag-1	Shn3 3UTR inh	HTR2A ag	hiPSC survival	NR2E3 ag-2
O=C(OCC(=O)c1ccc[nH]1)c1ccc(F)c(S(=O)(=O)N2CCOCC2)c1	-5	12	-8	2	-6	1	-8	-5	-5	-1.5	·
Cc1ccc(C)c(NC(=O)C(Sc2ncnc3ccccc23)c2ccccc2)c1 (centres undefined)	·	59*	55*	15	5	0	-23	18	-1	1.4	2
CC(C)C(OC(=O)c1ccc(Cl)nc1)C(=O)NC1CCCCC1 (centres undefined)	-7	7	9	-2	-36	5	-13	1	3	0.3	3
Cc1ccc(CCNC(=O)C2CCN(c3nn4c(=O)cc(C)nc4s3)CC2)cc1	·	21	0	16	0	9	4	-8	2	0.9	1
COC(=O)c1ccccc1NC(=O)Nc1cccnc1	-5	14	7	15	15	-1	-24	10	4	-0.6	4

# Results, previewed entries included:
SMILES	CaV13 FRET inh	Peg3 promoter	Cardio protect	HIF-2a inh	PDI turbidity	MITF TRPM1 inh	NR2E3 ag-1	Shn3 3UTR inh	HTR2A ag	hiPSC survival	NR2E3 ag-2
O=C(OCC(=O)c1ccc[nH]1)c1ccc(F)c(S(=O)(=O)N2CCOCC2)c1	-5	12	-8	2	-6	1	-8	-5	-5	-1.5	·
Cc1ccc(C)c(NC(=O)C(Sc2ncnc3ccccc23)c2ccccc2)c1 (centres undefined)	·	59*	55*	15	5	0	-23	18	-1	1.4	2
CC(C)C(OC(=O)c1ccc(Cl)nc1)C(=O)NC1CCCCC1 (centres undefined)	-7	7	9	-2	-36	5	-13	1	3	0.3	3
Cc1ccc(CCNC(=O)C2CCN(c3nn4c(=O)cc(C)nc4s3)CC2)cc1	·	21	0	16	0	9	4	-8	2	0.9	1
COC(=O)c1ccccc1NC(=O)Nc1cccnc1	-5	14	7	15	15	-1	-24	10	4	-0.6	4
COc1cc(/C=C(/C(=O)c2cccs2)c2nc3ccccc3[nH]2)ccc1O	-8	103*	-12	68*	7	46	-42	-89	0	-2.1	-3
CCOc1ccc(CNS(=O)(=O)c2cc(CN3C(=O)c4cccnc4C3=O)ccc2OC)cc1	-7	-19	2	20	13	6	1	-9	-1	0.8	1
O=C(Nc1ccccc1)Oc1cccc2cccnc12	-9	-75	-6	-107	1	36	-61	2	-2	0.3	·
CC(C)(C)CC(C)(C)c1ccc(O)c(CN2CCN(CCC#N)CC2)c1	-5	13	0	19	-2	-24	-8	12	0	-0.8	3
CN(C)CCCN(Cc1cc2cc3c(cc2[nH]c1=O)OCO3)C(=S)NCc1ccco1	-4	13	12	6	12	-9	-3	20	5	2.2	3
O=[N+]([O-])c1nn(-c2ccc3c(c2)OCCO3)n(O)c1=Nc1ccc(Cl)cc1	-7	72*	-11	61*	5	64*	86*	47	0	1.0	6
Cc1cccc(NC(=O)CCS(=O)(=O)c2ccc(Br)cc2)c1	-12	18	0	10	-9	9	7	-5	3	-0.5	4
COc1cccc(C(=O)Nc2nnc(S(=O)(=O)Nc3cccc(C)c3)s2)c1	-3	5	2	-3	·	·	30	6	3	-0.6	2
O=[N+]([O-])c1ccc(Oc2ccc(S(=O)(=O)Nc3ccccc3)cc2)cc1	·	9	-10	8	-1	12	58	27	5	0.8	0
CCN(C[C@H]1N[C@@](Cc2ccccc2)(C(=O)OC)[C@H]2C(=O)N(Cc3ccccc3)C(=O)[C@@H]12)C(=O)Nc1ccc(C)cc1	-5	26	4	-10	0	14	-18	-2	7	-2.8	·
COc1ccc(-c2nn(-c3ccccc3)cc2C(=O)NC(=S)NNC(=O)c2ccncc2)cc1	-6	23	10	18	2	36	-29	55	-6	0.5	1
CCn1c(=S)sc2nc(C)sc21	-6	24	-3	-5	0	3	-7	-8	0	-1.0	4
CC1CC(C)CN(CC(=O)N2CCc3[nH]c4ccccc4c3C2)C1 (centres undefined)	·	15	-1	14	13	3	-9	-13	1	0.8	0
CCN(CC(=O)Nc1ccc(NC(C)=O)cc1)C(=O)c1ccc(N2C(=O)c3ccccc3C2=O)cc1	-16	6	7	11	11	0	-6	9	2	3.1	·
Cc1cc(-c2n[nH]c(=S)n2/N=C/c2sccc2C)n[nH]1	-4	21	3	13	4	2	16	1	1	-0.3	-3
COc1ccc(C)cc1NC(=O)c1cnc2n(c1=O)CCS2	-8	-105	2	-156	-4	-28	-40	20	4	1.8	-1
COc1ccc(N(C)C(=O)Cc2c(C(=O)O)n(C)c3ccccc23)c(OC)c1	-3	-5	2	25	4	-2	18	-16	7	0.1	1
CC(C)CC1CCCC12NC(=O)NC2=O (centres undefined)	-5	10	8	16	-3	0	-9	-32	-1	0.9	·
CC(=O)Oc1cc(C(C)C)c(OCCN(C)C)cc1C	-5	2	3	6	9	-3	-40	-10	1	-0.1	0
C=CCN=C1S/C(=C\N(C)C)C(=O)N1S(=O)(=O)c1ccc(C)cc1	-5	19	-4	13	-2	1	20	25	2	0.7	·
Cn1ccc2cc(OCc3ccccc3)ccc21	-5	-339	-16	-315	-5	-75	-72	-19	-1	0.0	·
Nc1cc(=O)[nH]c(SCC(=O)N2CCN(S(=O)(=O)c3ccc4ccccc4c3)CC2)n1	-5	3	-4	17	12	9	-19	4	-1	0.1	1
CCOc1ccc(NC(=O)CNc2cccc(S(=O)(=O)N3CCCCCC3)c2)cc1OCC	-3	1	-18	13	-3	15	38	62	-6	-0.3	·
O=C(OCc1cccc([N+](=O)[O-])c1)c1cc2ccccc2oc1=O	-15	-38	1	-6	7	-2	-11	-1	-4	0.1	4
O=[N+]([O-])c1ccccc1NCc1c(O)ccc2ccccc12	-17	1	-10	26	-2	10	4	-27	-6	1.0	2

# Just NR2E3 ag-1, MITF TRPM1 inh and HIF-2a inh, for some of the entries so far:
Molecule | NR2E3 ag-1 | MITF TRPM1 inh | HIF-2a inh
Cc1cc(-c2n[nH]c(=S)n2/N=C/c2sccc2C)n[nH]1 | 16 | 2 | 13
Cn1ccc2cc(OCc3ccccc3)ccc21 | -72 | -75 | -315

# (listing goes on)
SMILES	CaV13 FRET inh	Peg3 promoter	Cardio protect	HIF-2a inh	PDI turbidity	MITF TRPM1 inh	NR2E3 ag-1	Shn3 3UTR inh	HTR2A ag	hiPSC survival	NR2E3 ag-2
CN(c1ccc(C(=O)N2CCOCC2)cc1[N+](=O)[O-])C1CCCCC1	-9	-182	-3	-176	-8	-65	-22	-41	-1	6.5	-2
O=C(COC(=O)COc1ccccc1)Nc1ccc2c(c1)OCCO2	-9	-4	10	3	0	5	-7	6	-2	0.1	·
COC(=O)c1cc(CNC(=O)c2ccc(O)c(Cl)c2)ccc1OC	-3	2	16	12	0	-1	8	-3	-2	2.7	2
CCCC(=O)N1CCN(c2ccc(NC(=O)c3ccco3)cc2)CC1	-3	-24	2	-39	-5	-8	-3	-10	0	-1.1	4
O=C(C[n+]1ccccc1)Nc1cc(C(F)(F)F)ccc1Cl	-7	1	4	7	0	9	-12	-10	3	-3.2	0
CCc1c(C)c2ccc(OC3CCCCC3=O)cc2oc1=O (centres undefined)	-20	-250	3	-225	-52	-144	-48	-48	10	-0.9	0
CCn1cc(C(=O)NCc2ccc(C)o2)c2cc(OC)c(OC)cc2c1=O	-4	-6	4	8	-5	0	11	6	2	12	-2
COC(=O)CCCCCN1C(=O)NC(c2ccccc2)C(C(=O)OCc2ccccc2)=C1C (centres undefined)	-9	12	-15	21	7	13	-11	28	0	0.5	3
O=C(O)c1ccnc(Cl)c1	-5	6	8	11	-7	-12	-9	-7	0	-1.2	2
Cc1cc(C(=O)Oc2ccccc2C(=O)O)c(C)o1	-1	4	0	14	1	-2	-1	0	-1	-2.3	-1
Fc1ccccc1CSc1ncn[nH]1	9	-15	1	-24	-14	-7	-25	-14	2	5.4	-1

# A stretch taken from the entries so far, for reference:
SMILES	CaV13 FRET inh	Peg3 promoter	Cardio protect	HIF-2a inh	PDI turbidity	MITF TRPM1 inh	NR2E3 ag-1	Shn3 3UTR inh	HTR2A ag	hiPSC survival	NR2E3 ag-2
O=C(O)c1ccnc(Cl)c1	-5	6	8	11	-7	-12	-9	-7	0	-1.2	2
Cc1cc(C(=O)Oc2ccccc2C(=O)O)c(C)o1	-1	4	0	14	1	-2	-1	0	-1	-2.3	-1
Fc1ccccc1CSc1ncn[nH]1	9	-15	1	-24	-14	-7	-25	-14	2	5.4	-1

# Screens: PubChem BioAssay, several laboratories
